High-throughput results (PubChem)
Ba/F3 V617F tox = loss of viability in JAK2V617F-driven Ba/F3 cells; Ba/F3 EpoR-JAK2V617F viability, ATP luminescence; inhibition, % at 5.6 µM; 220,000 compounds, 1.1% hits; AID 1446;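 active = inhibition above the campaign mean plus 3 SD over all tested compounds, cut at about 24% in these data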;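 also: cytokine-independent growth of Ba/F3 cells driven by EpoR plus mutant JAK2; 0% = DMSO-treated cells and 100% = JAK inhibitor I control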
BaF3 parental = counter-screen for JAK2V617F inhibitors: parental Ba/F3 viability inhibitors; 220,000 compounds, 1.1% hits; AID 1486; inhibition, % at 5.6 µM; CellTiter-Glo ATP luminescence;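 active = inhibition above a per-campaign cutoff, the mean inhibition of all tested compounds plus 3 SD, cut at about 27% in these data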;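 also: 0% = DMSO wells and 100% = JAK Inhibitor I control wells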
S1P4 agonist = activates the human S1P4 receptor; O95977; S1P4-expressing cell line, agonist reporter assay; activation, % at 4.98 µM; 220,000 compounds, 0.35% hits; in the data active = activation above about 11%;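 also: 0% = DMSO vehicle and 100% = reference agonist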
S1P4 antagonist = blocks the human S1P4 receptor; 220,000 compounds, 0.26% hits; inhibition, % at 4.98 µM; O95977; S1P4-expressing cells, antagonist mode, reporter read-out; in the data active = inhibition above about 29%;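 also: 0% = wells stimulated with agonist and 100% = vehicle wells without agonist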
RBBP9 inh = inhibitors of human serine hydrolase RBBP9; recombinant RBBP9, FP-Rh probe fluorescence polarization; inhibition, % at 7.94 µM; 220,000 compounds, 0.2% hits; AID 1515;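 active = inhibition above the campaign mean of all tested compounds plus 3 SD, cut at about 14% in these data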;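 also: plate controls were DMSO wells with RBBP9 for no effect and wells lacking RBBP9 protein for full effect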
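Assay system: recombinant human RBBP9; Reagent: Serine-hydrolase probe FP-Rh, 375 nM pre-mixing; Doses: 7.94 µM single dose, 0.794% DMSO; Incubation: 30 min then 45 min, 25 °C; Detection: fluorescence polarization (mP), excitation 525 nm, emission 598 nm; Evaluation: percent inhibition from mP, scaled between DMSO and no-protein wells.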
NPY-Y1 PAM-ag = potentiates or activates human NPY-Y1 receptor; activation, % at 3.6 µM; P25929; NPY-Y1 expressing cells, potentiator/agonist activation; AID 1304; 220,000 compounds, 0.37% hits; in the data active = activation above about 33%, passing the limit was not always enough;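 also: cells stimulated with NPY at EC10 then isoproterenol at EC100; 0% = low agonist plus stimulus and 100% = saturating agonist plus stimulus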
Runt-CBFb FRET = blocks binding of human RUNX1 Runt domain to CBFb; Q01196+Q13951; Cerulean-Runt/Venus-CBFb FRET ratio 530/480, 1 h; inhibition, % at 20 µM; 220,000 compounds, 0.46% hits;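 active = inhibition over about 50% at 20 µM in the single-dose screen, limit read from the data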;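 also: 0% = DMSO wells and 100% = excess unlabeled CBFb competitor control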
Target sequence (Q01196 whole entry, looked up, the tested form may be a part): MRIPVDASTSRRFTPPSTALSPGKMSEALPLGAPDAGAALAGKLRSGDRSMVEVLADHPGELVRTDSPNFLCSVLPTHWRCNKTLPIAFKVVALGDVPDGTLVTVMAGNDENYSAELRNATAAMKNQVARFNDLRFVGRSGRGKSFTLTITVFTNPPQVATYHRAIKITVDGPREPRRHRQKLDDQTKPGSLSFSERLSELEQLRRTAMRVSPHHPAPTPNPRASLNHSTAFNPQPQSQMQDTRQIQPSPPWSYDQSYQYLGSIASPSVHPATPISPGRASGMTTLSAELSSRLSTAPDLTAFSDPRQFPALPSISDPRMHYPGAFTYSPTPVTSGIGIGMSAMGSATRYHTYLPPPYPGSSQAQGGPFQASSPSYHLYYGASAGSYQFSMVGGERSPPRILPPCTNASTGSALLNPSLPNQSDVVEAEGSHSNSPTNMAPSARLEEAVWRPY
Target sequence (Q13951 whole entry, looked up, the tested form may be a part): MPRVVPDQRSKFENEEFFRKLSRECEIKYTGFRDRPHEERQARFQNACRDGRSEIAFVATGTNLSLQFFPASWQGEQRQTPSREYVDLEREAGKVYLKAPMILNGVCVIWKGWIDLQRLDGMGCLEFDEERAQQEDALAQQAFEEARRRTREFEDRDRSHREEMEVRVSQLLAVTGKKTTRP
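Reagent – Venus-CBFb binding partner, 100 nM · Assay system – Cerulean-tagged RUNX1 Runt domain (FRET donor) fusion protein · Input – 100 nM per protein · Incubation – two 1 h room-temperature incubations shielded from light · Measured by – FRET fluorescence · Medium – Tris buffer pH 7.5 with salts and BSA · Benchmarks – unlabeled CBFb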
NPY2 pot ag = potentiators or agonists of human neuropeptide Y receptor Y2; activation, % at 3.6 µM; P49146; cells expressing NPY-Y2, potentiator/agonist read-out; 220,000 compounds, 0.45% hits; in the data active = activation above about 27%;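 also: cells stimulated with NPY near EC25 plus isoproterenol at EC100; 0% = vehicle plus submaximal agonist and 100% = vehicle plus saturating agonist; some results beyond the cut were filed as inactive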
Target sequence (P49146 whole entry, looked up): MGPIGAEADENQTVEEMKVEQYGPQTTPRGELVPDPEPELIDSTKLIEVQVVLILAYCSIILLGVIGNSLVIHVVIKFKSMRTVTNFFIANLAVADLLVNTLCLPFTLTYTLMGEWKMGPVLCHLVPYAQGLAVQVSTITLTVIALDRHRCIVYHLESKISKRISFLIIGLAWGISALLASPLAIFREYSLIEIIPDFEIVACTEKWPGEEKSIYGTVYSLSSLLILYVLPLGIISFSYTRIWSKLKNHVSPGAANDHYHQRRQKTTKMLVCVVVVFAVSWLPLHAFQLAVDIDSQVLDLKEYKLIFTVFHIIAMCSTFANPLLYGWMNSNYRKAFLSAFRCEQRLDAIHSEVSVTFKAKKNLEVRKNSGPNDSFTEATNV
NPY-Y1 antag = blocks the human neuropeptide Y Y1 receptor | P25929 | HEK293-CNG Y1 cells, membrane potential fluorescence; NPY at EC95, then isoproterenol | 200,000 compounds, 1% hits | inhibition, % at 3.6 µM | AID 1040;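 active = inhibition above the campaign mean inhibition of all tested compounds plus 3 SD, cut at about 20% in these data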;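 also: 0% = DMSO wells given NPY plus isoproterenol and 100% = isoproterenol alone without NPY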
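Material: HEK293 Y1/CNG channel cell line; also added: NPY (25 nM), isoproterenol (1 µM), Ro 20-1724 (25 µM); doses: one concentration, 3.6 µM, in 0.4% DMSO; schedule: compound incubation 1 h at room temperature, readout 45 min post-stimulation; technique: membrane potential fluorescence; measure: fluorescence ratio normalized to % inhibition between controls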
Active calls of the source: *; nt = no result given.

SMILES	Ba/F3 V617F tox	BaF3 parental	S1P4 agonist	S1P4 antagonist	RBBP9 inh	NPY-Y1 PAM-ag	Runt-CBFb FRET	NPY2 pot ag	NPY-Y1 antag
C=CCN(CC=C)S(=O)(=O)c1ccc(NC(=S)NC(=O)c2ccco2)cc1	-1	2	-0.6	-3	-8	4	0	-5	-4
CCOc1ccc(C(=O)c2ccc([N+](=O)[O-])cc2Cl)cc1	-3	5	0.7	13	1	-8	1	-8	-5
COC(=O)c1ccc(CNC(=O)COc2ccccc2Br)o1	3	4	1.5	-28	-14	-13	-1	-28	1
Cc1ccc(NC(=O)COc2ccccc2C=O)cc1Cl	-1	0	-0.7	-8	-11	0	0	-13	1
CCN1C(=O)C(CC(=O)Nc2ccc(OC)cc2)N(CCc2ccc(F)cc2)C1=S (configuration not stated)	1	-2	0.5	2	2	37	4	27	-11
C(=N\c1ncnc2sccc12)/NOCc1ccccc1	0	8	1.2	-5	1	5	-1	-16	4
COc1ccc(CNC(=O)CCCCCn2c(SCC#N)nc3cc4c(cc3c2=O)OCO4)cc1	-4	0	1.1	-16	-5	10	2	12	3
CCn1c2ccccc2c2cc(N)ccc21	0	5	0.6	3	-3	0	2	6	6
N#Cc1c(-c2cccc(Cl)c2)[nH]c(=S)[nH]c1=O	-3	-3	-2.6	-8	-1	4	6	-17	nt
CC(=O)NC1(C(F)(F)F)C(=O)N(Cc2ccccc2)C2=C1C(=O)CC(C)(C)C2 (configuration not stated)	4	-1	-0.9	8	-5	1	-3	-5	4
O=C(CNc1ccccc1)N/N=C/c1cn(-c2ccccc2)nc1-c1ccccc1	-1	2	-1.3	-11	-7	4	1	7	-4
O=C(CSc1n[nH]c(=O)n1Cc1ccco1)Nc1ccccc1	3	0	2.1	-5	-5	-12	1	-17	nt
Cc1ccc(OCc2ccc(C(=O)Nc3c(C)nn(Cc4c(F)c(F)c(F)c(F)c4F)c3C)o2)c([N+](=O)[O-])c1	5	7	-2.3	-7	-14	36	-4	1	3
CCc1nnc(NC(=O)CSc2nnc(-c3ccccc3O)n2-c2ccc(C)cc2)s1	-1	6	0.3	3	-3	-10	-5	16	0
Nc1ccc(C(=O)OCC(=O)Nc2cc([N+](=O)[O-])ccc2F)cc1	0	7	0.8	-16	4	-9	2	-6	-6
Cc1cc2c(cc(C(=O)OCC(=O)NCc3ccco3)n2C)s1	-5	-4	1.8	8	0	-15	-1	-2	0
CCOCCCN(C(=O)Cn1nnc(-c2ccc(OC)c(OC)c2)n1)C(CC)C(=O)NC1CCCC1 (configuration not stated)	-2	4	-0.7	4	-6	2	0	-4	2
Cc1ccc(/C=C/S(=O)(=O)NCc2ccc(F)cc2)cc1	3	5	-0.5	18	-10	-31	0	-13	13
CC(C)(NO)/C(=N/O)c1cccs1	0	4	-1.4	13	-4	-13	0	3	11
Nc1nc(F)cc(NCc2ccccc2)n1	-4	3	0.6	-5	2	9	3	-10	1
COc1ccc(OC)c(C2(O)CSC(=Nc3cccnc3)N2Cc2ccco2)c1 (configuration not stated)	6	11	-2.0	-3	-2	-4	6	5	-3
CCCSCCCNC(=O)c1cc2c(s1)CS(=O)(=O)C2	-3	1	1.6	4	-7	-24	2	0	-1
NNC(=O)CCN1CCN(Cc2ccccc2)CC1	1	-1	0.2	-10	-8	14	5	1	3
COc1cc(Cl)c(C)cc1NC(=O)CSc1ccc(C)cc1	-2	0	-0.5	5	0	-13	-2	-18	14
CC(C)(C)C(=O)/C=C/Nc1ccccc1O	0	9	2.2	7	-6	13	5	12	4

Compound profiles, from the list above.
Shown for O=C(CSc1n[nH]c(=O)n1Cc1ccco1)Nc1ccccc1 → Ba/F3 V617F tox: 3; BaF3 parental: 0; S1P4 agonist: 2.1; S1P4 antagonist: -5; RBBP9 inh: -5; NPY-Y1 PAM-ag: -12; Runt-CBFb FRET: 1; NPY2 pot ag: -17; NPY-Y1 antag: nt
Shown for C(=N\c1ncnc2sccc12)/NOCc1ccccc1 → Ba/F3 V617F tox: 0; BaF3 parental: 8; S1P4 agonist: 1.2; S1P4 antagonist: -5; RBBP9 inh: 1; NPY-Y1 PAM-ag: 5; Runt-CBFb FRET: -1; NPY2 pot ag: -16; NPY-Y1 antag: 4
Shown for O=C(CNc1ccccc1)N/N=C/c1cn(-c2ccccc2)nc1-c1ccccc1 → Ba/F3 V617F tox: -1; BaF3 parental: 2; S1P4 agonist: -1.3; S1P4 antagonist: -11; RBBP9 inh: -7; NPY-Y1 PAM-ag: 4; Runt-CBFb FRET: 1; NPY2 pot ag: 7; NPY-Y1 antag: -4

(list continues)
SMILES	Ba/F3 V617F tox	BaF3 parental	S1P4 agonist	S1P4 antagonist	RBBP9 inh	NPY-Y1 PAM-ag	Runt-CBFb FRET	NPY2 pot ag	NPY-Y1 antag
Cc1ccc(N2CC(C(=O)Nc3nnc(C(C)C)s3)CC2=O)cc1 (configuration not stated)	-3	0	-0.2	-2	-3	-35	-2	-1	8
O=C(Oc1ccccc1)c1cccc(N2C(=O)CCC2=O)c1	0	0	2.6	-32	-7	-3	-4	0	4
CN(Cc1nc(Cc2ccccc2F)no1)Cc1cccc2ncccc12	3	5	1.1	-18	-2	-20	-1	-1	1
N#CC(=C1Nc2ccccc2N1)S(=O)(=O)c1ccccc1	-2	-1	-1.9	0	0	15	-4	13	2
C/[N+]([O-])=C/c1c(OCc2ccc(Cl)cc2Cl)ccc2ccccc12	1	2	-2.2	-15	-1	-3	-5	13	2
CN1CCN(CCc2nc3cc(NC(=O)COc4ccccc4)ccc3n2C)CC1	2	3	2.4	1	-10	-14	-1	9	0
COc1ccc(C(=O)Nn2c(SCC(=O)c3ccc(Cl)cc3)nc3ccccc3c2=O)cc1	12	14	-0.2	-4	-32	-35	-1	-23	10
Cc1cc(C)cc(N(CC(=O)NCCSCc2ccccc2)S(C)(=O)=O)c1	0	2	-0.2	-9	-11	2	-2	2	3
CC(C)C(NC(=O)C1CCCCC1)C(=O)N1CCN(c2ccc(F)cc2)CC1 (configuration not stated)	2	6	1.7	-12	4	-21	1	-7	3
COc1ccc(OCCNc2cc(Cl)ccc2[N+](=O)[O-])cc1	0	-1	-1.3	-12	3	18	-8	-2	6
Cn1nnc2cc(C(=O)NCc3ccc4c(c3)OCO4)ccc21	2	8	0.0	9	0	-12	2	-12	7
O=C(O)COc1ccccc1/C=N/NC(=O)CN1CCN(Cc2ccc(Cl)cc2)CC1	-2	0	1.4	-9	1	19	1	6	nt
NNC(=O)COc1ccc(C2SCCS2)cc1	-3	-4	-1.4	-3	-4	0	0	-1	4
Cc1ccc(-c2csc3ncnc(SCC(=O)Nc4nnc(C)s4)c23)cc1	-4	0	-0.3	4	-4	-17	-3	-12	2
COc1ccc([N+](=O)[O-])cc1NC(=O)CCc1ccccc1	-5	2	-4.1	8	-8	-17	1	15	1
CCN1CCCC1CNC(=O)CSc1cc(=O)n(CC)c2ccccc12 (configuration not stated)	-1	0	1.4	-1	-5	-10	2	-3	0
CCOc1ccccc1C(=O)n1nc(C)cc1C	-3	1	1.4	5	1	6	2	-2	-4
Cc1ccc(N=Cc2c(O)n(-c3cc(Cl)ccc3N3CCOCC3)c(=O)c3ccccc23)cc1C	-2	1	3.2	-25	-5	-80	-17	-34	22*
O=C(CNC(=O)C(c1ccccc1)c1ccccc1)OCc1ccccc1	-1	4	-0.4	-16	-4	7	-1	-14	10
O=C(CSc1nnc(CNC(=O)c2cccs2)o1)Nc1cccc(C(F)(F)F)c1	-4	2	-1.8	-4	-4	1	0	5	-1
COC(=O)c1ccccc1NC(=O)COC(C)=O	4	3	1.0	0	-3	12	-2	-6	8
Cc1nc(N2CCOCC2)nc(Oc2ccccc2F)c1[N+](=O)[O-]	-2	0	-0.2	-1	-1	16	1	-5	nt
Cc1cc(C)cc(N(C(=O)Cn2nnc3ccccc32)C(C(=O)NCc2ccco2)c2ccncc2)c1 (configuration not stated)	3	3	0.7	-1	-6	1	1	-6	2
COc1cccc2c(=O)n(CC(=O)Nc3ccccc3)ccc12	-2	4	2.4	-11	-6	13	0	-6	3
Cc1ccc2[nH]c3c(c2c1)CCCC3C(N)=O (configuration not stated)	-1	4	2.0	-5	-4	-3	-18	8	-8
SMILES	Ba/F3 V617F tox	BaF3 parental	S1P4 agonist	S1P4 antagonist	RBBP9 inh	NPY-Y1 PAM-ag	Runt-CBFb FRET	NPY2 pot ag	NPY-Y1 antag
CCOc1ccc(-c2nc(CSCC(=O)NC3CCCc4ccccc43)c(C)o2)cc1 (configuration not stated)	1	6	0.9	-9	-6	1	-5	-1	-3
CNC(=S)N/N=C(\C)c1ccc(C(C)(C)C)cc1	2	9	1.1	6	-2	-5	-1	0	-2
CSc1nc(C)nc(N/C=C(\C#N)S(=O)(=O)c2ccccc2Cl)n1	-1	-3	1.6	-2	-2	-4	2	-10	nt
C=CCn1c(C)csc1=Nc1ccc(C(C)=O)cc1	2	8	-1.2	-5	3	7	5	1	-4
COc1ccc(S(=O)(=O)N2CCCC(C(=O)NCc3ccccn3)C2)cc1 (configuration not stated)	1	5	0.1	-17	-8	9	1	3	-2
CN1C(=O)C(O)(CC(=O)c2cccs2)c2ccccc21 (configuration not stated)	2	5	0.6	-4	6	0	-1	-8	0
CCc1ccc(/C=N/NC(=O)c2cc(C3CC3)nc3ccccc23)s1	42*	22	-1.8	4	-6	-21	0	-3	14
Cc1ccc(C)c(NC(=O)CSc2nnc(-c3ccccc3)n2N)c1	1	4	-1.8	3	-14	0	-3	-9	-2
O=C(C1CCCCC1)N(CCN1CCCC1)c1nc2ccccc2s1	-5	0	1.1	3	5	1	nt	3	1
CCCOc1ccc2c(CC)cc(=O)oc2c1C	-5	0	-3.0	5	2	-22	-9	-15	10
CCOC(=O)CNC(=O)CSc1nc(-c2cccc(C)c2)ns1	0	3	2.4	-13	0	2	3	12	5
Cc1cccc(NC(=O)CSc2nnc(C)c(=O)n2N)c1	2	5	1.0	-17	5	-12	1	-9	-6
ClC(Cl)c1nnc(-c2ccccc2)c(-c2c[nH]c3ccccc23)n1	1	6	-0.3	-17	-8	4	-1	-5	4
CC1CCCC(NC(=O)COC(=O)COc2ccccc2Cl)C1C (configuration not stated)	-2	0	0.9	-3	0	-2	-1	2	-1
Cc1nc2ccc(NC(=O)c3ccco3)cc2nc1C	-2	0	0.3	2	-4	-44	-2	12	-1
CCN1CCN(CCCN(Cc2ccco2)C(=S)Nc2cccc(Cl)c2C)CC1	0	6	-0.1	-18	-2	-16	2	-8	1
CC(C)Cn1c(N)c(C(=O)COC(=O)c2ccncc2)c(=O)n(C)c1=O	3	7	-2.0	6	-6	0	-1	-12	-4
Nc1ccc2c(c1)-c1ccccc1S(=O)(=O)N2	-1	-1	0.1	-10	8	-10	-59	0	-5
COc1ccc(/C=C/C(=O)NCCOc2ccc(C)cc2)cc1	-4	1	0.3	-7	-5	-42	-2	-6	7
CCN(CC)S(=O)(=O)c1ccc(/C=C/C(=O)OCC(=O)Nc2cccc3ccccc23)cc1	-3	4	2.4	-2	-6	15	0	7	-1
